MT stabilizer = microtubule stabilization, imaging screen; HeLa tubulin immunostaining HCS, 24 h; share of cells brighter than vehicle mean+2SD; % tubulin-high responders, % at 10 µM; 200,000 tested, 0.83% active; AID 2205;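 active = plate Z-score above 3 for both tubulin-high and condensed-nucleus cell shares, with cell loss under 80%, at 10 µM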;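 note: anti alpha tubulin signal scored within the nucleus-defined area of each cell; some results filed as inactive read as strong as hits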
P. falciparum M17LAP = P. falciparum M17LAP inhibitors, primary screen, biochemical, fluorogenic H-Leu-NHMec substrate, 1536-well (AID 1619). inhibition, % at 30 µM; hits with a dose series show IC50 in µM. recombinant M17LAP, H-Leu-NHMec fluorogenic kinetic assay; higher % means a stronger effect. 220,000 tested, 0.38% active;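 active = compound inhibiting the enzyme by more than half at any dose during confirmatory dose-response retesting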;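 note: plate controls were full reaction with DMSO carrier for no effect and no enzyme background for full effect; strong numbers were not always called active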
ER stress rescue = protection against thapsigargin-triggered cell killing – 384-well, CSM14.1, ATP luminescence, primary screen (AID 1222). 190,000 tested, under 10 active. CSM14.1 thapsigargin-induced death rescue, ATP luminescence; higher % means a stronger effect. cellular ATP content (survival), % at 20 µM, or EC50 in µM where a hit was titrated;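 active = EC50 below 50 µM in the dose-response confirmation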;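 note: death triggered by thapsigargin at about 15 µM added after 2 h compound pretreatment; cell ATP read after overnight thapsigargin exposure of roughly 18 to 22 hours; normalized against plate controls of thapsigargin alone and 5% DMSO vehicle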
Yfh1-depleted yeast = enhancers of respiration in Yfh1-depleted yeast, dose response, Friedreich's ataxia, plus single-dose screen (AID 1465); 220,000 tested, 0.074% active; S. cerevisiae Yfh1-off respiration, WST-1 reduction, 72 h; higher fold induction means a stronger effect; fold induction at 50 µM; hits with a dose series show EC50 in µM;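 active = fold induction of absorbance versus untreated yeast above a set limit, then at least 30% activation at any dose in follow-up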;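 note: activators that raise dye reduction in frataxin-depleted yeast; strong numbers were not always called active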
Autophagy mod = alters autophagy in cells; calls only at 10 µM (by protocol); 190,000 tested, 0.98% active; MEF GFP-LC3 puncta imaging; test concentration mostly 10 µM;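 active = percentage of spot-positive cells more than 3 SD above its plate mean, without a fluorescence outlier flag or 80% toxicity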;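 note: spot-positive cell cutoff set from DMSO-treated cells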
P. falciparum M1AAP = P. falciparum M1AAP inhibitors, biochemical, fluorogenic H-Leu-NHMec substrate, 1536-well (AID 1445); 220,000 tested, 0.42% active; recombinant M1AAP, H-Leu-NHMec fluorogenic kinetic assay; higher % means a stronger effect; inhibition, % at 30 µM; hits with a dose series show IC50 in µM;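 active = primary inhibition above the hit cutoff, then over 50% inhibition at one or more dose response concentrations, cut at about 23% in these data, passing the limit was not always enough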;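 note: plate controls were DMSO full reaction for no effect and no enzyme background for full effect; strong numbers were not always called active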
Hep lipid drop = hepatic lipid droplet formation modulation; AML12 mouse hepatocytes, oleate lipid droplets, BODIPY imaging; inhibition, % at 6.5 µM; 240,000 tested, 0.4% active;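 active = lipid droplet intensity inhibited by at least 50%, with more than 500 cells counted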
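material = mouse AML12 hepatocyte cell line, fixed after treatment | also added = 100 µM oleic acid challenge | doses = compound at 6.5 µM only | schedule = overnight exposure | technique = Image-based BODIPY and DAPI two-channel analysis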
Dynein cargo inh = blocks dynein driven cargo transport along microtubules | 3617.4 mouse cells, GR-EGFP nuclear translocation imaging; test concentration mostly 20 µM; stimulated with dexamethasone, 1 µM; active compounds read low | z-score, hits read low | 220,000 tested, 0.47% active | AID 1381;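 active = plate z-score of nuclear minus cytoplasmic receptor signal below a set negative limit, without overly bright fluorescence or cell loss, cut at about -3.5 in these data, passing the limit was not always enough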;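 note: z-score of nuclear minus cytoplasmic ring GR-EGFP intensity difference per well; some compounds called inactive have numbers as strong as hits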
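Medium: Induction medium lacking tetracycline, stripped serum | Probe or stimulus: 1.0 µM final dexamethasone stimulus | Schedule: 48 h induction, then 1 h compound, then 30 min agonist, 37 °C | Signal: Automated 10x imaging of fixed Hoechst-stained cells | Evaluation: Per-cell GR-EGFP intensity, nucleus versus surrounding cytoplasmic ring, well-averaged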
Insulin prom up = MIN6 insulin promoter up-regulation; MIN6 insulin promoter-GFP reporter, high-content imaging; active compounds read high; z-score at 5 µM; 190,000 tested, 0.3% active;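 active = z-score above 3 at 5 µM with at least 500 cells counted in the well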
Dynein cargo inh cytoplasmic EGFP = further read-out of Dynein cargo inh, marked with its call; z-score; measured here: cytoplasmic GR-EGFP intensity; active compounds read high
Dynein cargo inh nuclear GR-EGFP = also measured in Dynein cargo inh; calls as there; z-score; measured here: nuclear GR-EGFP intensity;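 lower value marks the stronger effect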
Dynein cargo inh cell count = recorded beside Dynein cargo inh, whose call it bears; z-score; measured here: cell count per field
Insulin prom up cell count = also measured in Insulin prom up; calls as there; cell count; measured here: cytotoxicity, nuclei count;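 total cells summed across four imaged fields per well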
Hep lipid drop cells 6.5 µM = recorded beside Hep lipid drop, whose call it bears; cell count; measured here: cell count, cytotoxicity flag;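 cells counted across two imaged fields per well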
MT stabilizer Hoechst-high % = second read-out of MT stabilizer, no call of its own (marks repeat the call); % Hoechst-high responders; measured here: nuclear condensation Hoechst responders;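 share of cells brighter than vehicle mean plus two SD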
MT stabilizer cytotoxicity % = second read-out of MT stabilizer, no call of its own (marks repeat the call); toxicity, %; measured here: cytotoxicity by cell density;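 0% = mean cell density of plate MIN control wells and 100% = no cells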
Autophagy mod cell loss 18 h = recorded beside Autophagy mod, whose call it bears; toxicity, %; measured here: cell loss, nuclei count;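 cell loss after 18 h compound exposure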
* hit, by the source's call; i = inactive; . = no result given.

SMILES | MT stabilizer | MT stabilizer Hoechst-high % | MT stabilizer cytotoxicity % | P. falciparum M17LAP | ER stress rescue | Yfh1-depleted yeast | Autophagy mod | Autophagy mod cell loss 18 h | P. falciparum M1AAP | Hep lipid drop | Hep lipid drop cells 6.5 µM | Dynein cargo inh | Dynein cargo inh cytoplasmic EGFP | Dynein cargo inh nuclear GR-EGFP | Dynein cargo inh cell count | Insulin prom up | Insulin prom up cell count
CCOc1ccccc1OC(=O)c1cc2ccccc2oc1=O | 5.5 | 1.3 | 3.0 | -4% | 4.2% | i | i | -31 | -1% | 15 | 646 | 1.3 | 0.18 | 0.73 | -1.3 | -0.2 | 1594
Cc1c([N+](=O)[O-])cc(C(=O)Oc2cccc(C(=S)N3CCOCC3)c2)cc1[N+](=O)[O-] | 0.9 | 0.7 | 6.0 | -5% | -0.1% | i | i | -35 | 6% | 4 | 732 | -1.1 | -0.0034 | -0.56 | 0.56 | 0.13 | 1308
CCOc1ccccc1N1C(=O)CC(Sc2n[nH]c(-c3ccccc3)n2)C1=O (centres undefined) | 1.3 | 2.0 | 8.9 | 9µM* | -3.0% | i | i | 0 | 22% | 2 | 681 | -4.1* | 3.1* | -2.3* | 0.37* | -0.02 | 1578
CCOC(=O)c1cc(C(C)(C)C)n(CCCN2CCOCC2)c1C | . | . | . | 11% | . | i | . | . | 3% | -4 | 717 | 0.15 | -0.25 | 0.056 | -0.095 | -0.2 | 1445
Cc1[nH]n(-c2c(Cl)cc(Cl)cc2Cl)c(=O)c1C=Nc1ccc(S(=O)(=O)N2CCOCC2)cc1 | 2.8 | 1.5 | 7.6 | 2% | -1.9% | i | i | 2 | 9% | -6 | 664 | -0.12 | -0.23 | 0.023 | -0.33 | -0.23 | 1480
O=C(NCC1CCCO1)C12CN(Cc3ccccc3)CC1C(c1cccc([N+](=O)[O-])c1)=NO2 (centres undefined) | 2.2 | 3.2 | 13 | 3% | -1.6% | i | i | -27 | -4% | 0 | 662 | -0.019 | -0.0012 | 0.36 | -0.2 | 1.4 | 2098
CCOC(=O)N1CCN(C(=O)c2cc(C)no2)CC1 | 5.7 | 2.6 | 6.9 | -5% | -0.2% | . | i | 8 | 3% | . | . | -0.28 | -0.26 | -0.1 | 0.52 | -0.35 | 1101
CCc1ccc(-c2cc(C(=O)NN3CCN(C)CC3)c3ccccc3n2)cc1 | 6.8 | 1.9 | 4.5 | 0% | -2.4% | i | i | -4 | 6% | -72 | 678 | -0.39 | -0.32 | -0.57 | 0.79 | -0.11 | 1206
O=C1N/C(=N/S(=O)(=O)Cc2ccccc2)S/C1=C/c1ccc2c(c1)OCO2 | . | . | . | 36% | . | i | . | . | 15% | 6 | 661 | -0.21 | -0.21 | 0.36 | -0.26 | 0.28 | 1072
COc1ccc2nc(NC(=O)CSc3nnc(C)s3)sc2c1 | 2.4 | 2.2 | 7.9 | -2% | 1.3% | i | i | -25 | -2% | . | . | -1 | -0.015 | -0.22 | 0.47 | . | .
COc1ccc(CCNC(=O)C(C)SCc2ccccc2)cc1 (centres undefined) | 2.4 | 0.9 | 1.4 | -7% | -1.3% | i | i | -28 | -4% | -3 | 666 | 0.23 | -0.071 | 0.38 | 0.91 | 1.2 | 1482
CCN(CC)C(=O)C1CCN(CC2CC=CCC2)CC1 (centres undefined) | 1.3 | 1.5 | 3.0 | 3% | -3.0% | i | i | -2 | -2% | 12 | 699 | 0.12 | -0.3 | 0.38 | -0.31 | 0.22 | 1103
Cc1ccc(C(=O)C(OC(=O)CNS(=O)(=O)c2ccccc2)c2ccccc2)cc1 (centres undefined) | 2.8 | 1.4 | 4.3 | 10% | 1.5% | i | i | 0 | 2% | . | . | 0.26 | -0.2 | -0.084 | 0.011 | 0.54 | 1492
Cc1ccccc1N(C(=O)Cc1ccsc1)C(C(=O)NC1CCCCC1)c1ccc(F)cc1 (centres undefined) | 5.5 | 1.9 | 6.1 | -10% | 0.0% | i | i | -13 | -2% | . | . | 0.18 | -0.05 | 0.68 | -0.79 | 0.66 | 1514
CCOc1ccc(C(=O)Nc2cccc([N+](=O)[O-])c2)cc1Br | 3.6 | 2.2 | 5.6 | 7% | -2.5% | i | i | 0 | 5% | 12 | 664 | -0.55 | -0.33 | -0.54 | 0.61 | -0.39 | 1408
CCCCCCC#Cc1cncc(C(=O)NNC(=O)Nc2cc(Cl)cc(Cl)c2)c1 | . | . | . | 4% | . | i | . | . | 3% | 0 | 726 | 0.13 | -0.21 | -0.025 | -0.25 | -0.08 | 1425
CCNc1nc(SCC(=O)OC)nc(N(C)C)n1 | 2.6 | 2.3 | 6.3 | -4% | -0.9% | i | i | 16 | -2% | 22 | 718 | 0.0043 | -0.14 | -0.33 | 0.3 | 0.04 | 1292
COc1ccc(-c2nnn(CC(=O)N(CCN3CCOCC3)C(C(=O)NC3CCCC3)c3ccco3)n2)cc1 (centres undefined) | 5.0 | 1.5 | 11 | -1% | -0.8% | i | i | -6 | 2% | -4 | 674 | 0.81 | -0.35 | 0.056 | 0.52 | 0.39 | 1580
CS(=O)(=O)N1CCC(C(=O)Nc2ccccc2)CC1 | 2.3 | 2.4 | 8.0 | 11% | 1.3% | i | i | -6 | -7% | 15 | 768 | 0.14 | -0.056 | 0.22 | 0.27 | 0.52 | 922
CCc1c(C)nc2[nH]nc(-c3ccccc3C)n2c1=O | 2.0 | 1.7 | 3.3 | 16% | -2.8% | i | i | -4 | 11% | -6 | 639 | 1.5 | -0.0036 | 1.7 | -2.1 | 1.1 | 1903
CCN1C(=O)/C(=C\N2CCN(C)CC2)SC1=S | 5.2 | 3.2 | 0.5 | 3% | -2.7% | i | i | 3 | 7% | . | . | 1.7 | -0.2 | 0.54 | -0.27 | 0.61 | 970
COC(=O)c1[nH]c2ccccc2c1NC(=O)CN1CCN(C/C=C/c2ccccc2)CC1 | 2.8 | 2.0 | 10 | -5% | 2.7% | i | i | -6 | -1% | . | . | -0.16 | -0.21 | -0.061 | 0.16 | -2.7 | 920
O=C(COc1cccnc1[N+](=O)[O-])Nc1ccc2c(c1)OCO2 | 2.7 | 1.8 | 3.4 | -1% | 2.0% | i | i | -2 | 4% | 4 | 665 | -1 | -0.29 | -0.41 | 1.2 | -0.15 | 1338
COc1ccc(CCNC(=O)CSc2nc3ccccc3c3nc(CCN4CCCCC4)nn23)cc1OC | 3.2 | 1.3 | 6.3 | -2% | -0.6% | i | i | 21 | 2% | 25 | 753 | -0.76 | -0.043 | -0.32 | 0.51 | . | .

Molecules listed so far that have a Cl atom:
SMILES | MT stabilizer | MT stabilizer Hoechst-high % | MT stabilizer cytotoxicity % | P. falciparum M17LAP | ER stress rescue | Yfh1-depleted yeast | Autophagy mod | Autophagy mod cell loss 18 h | P. falciparum M1AAP | Hep lipid drop | Hep lipid drop cells 6.5 µM | Dynein cargo inh | Dynein cargo inh cytoplasmic EGFP | Dynein cargo inh nuclear GR-EGFP | Dynein cargo inh cell count | Insulin prom up | Insulin prom up cell count
Cc1[nH]n(-c2c(Cl)cc(Cl)cc2Cl)c(=O)c1C=Nc1ccc(S(=O)(=O)N2CCOCC2)cc1 | 2.8 | 1.5 | 7.6 | 2% | -1.9% | i | i | 2 | 9% | -6 | 664 | -0.12 | -0.23 | 0.023 | -0.33 | -0.23 | 1480
CCCCCCC#Cc1cncc(C(=O)NNC(=O)Nc2cc(Cl)cc(Cl)c2)c1 | . | . | . | 4% | . | i | . | . | 3% | 0 | 726 | 0.13 | -0.21 | -0.025 | -0.25 | -0.08 | 1425

(more compounds)
SMILES | MT stabilizer | MT stabilizer Hoechst-high % | MT stabilizer cytotoxicity % | P. falciparum M17LAP | ER stress rescue | Yfh1-depleted yeast | Autophagy mod | Autophagy mod cell loss 18 h | P. falciparum M1AAP | Hep lipid drop | Hep lipid drop cells 6.5 µM | Dynein cargo inh | Dynein cargo inh cytoplasmic EGFP | Dynein cargo inh nuclear GR-EGFP | Dynein cargo inh cell count | Insulin prom up | Insulin prom up cell count
O=C(CCCn1c(=S)[nH]c2ccccc2c1=O)NC1CCCC1 | 3.8 | 2.6 | 8.5 | 13% | -1.3% | i | i | -10 | 5% | . | . | -0.84 | -0.21 | -0.31 | 0.39 | -0.94 | 1350
CCOC(=O)C1CCN(S(=O)(=O)c2c(C)n(C)c(=O)n(C)c2=O)CC1 | 3.1 | 2.2 | 8.5 | 1% | 0.3% | i | i | 18 | 6% | 16 | 667 | -0.12 | -0.11 | -0.022 | 0.047 | -0.79 | 1878
CC1(Cc2cn(CCC#N)c3ccccc23)OCCO1 | 3.4 | 3.2 | 12 | 1% | -0.2% | i | i | -11 | 8% | . | . | -0.67 | -0.2 | -0.13 | 0.22 | -0.14 | 1105
CCOC(=O)c1cnc2c(C(=O)OC)cccc2c1NCc1cccnc1 | 2.1 | 0.6 | 0.4 | 9% | 1.3% | i | i | 19 | 10% | 4 | 756 | -0.39 | -0.26 | -0.0006 | 0.21 | 0.55 | 1369
c1ccc(Cc2nnc3sc(-c4ccc5c(c4)OCO5)nn23)cc1 | 3.0 | 2.7 | 3.3 | . | . | i | i | 3 | . | . | . | 0.97 | -0.2 | -0.11 | -1.1 | . | .
CCOC(=O)Cn1c(Br)nc2c1c(=O)[nH]c(=O)n2C | 2.3 | 1.8 | 9.6 | -1% | -3.0% | i | i | 15 | 11% | -1 | 825 | 0.088 | -0.098 | 0.37 | 1.2 | 0.38 | 870
O=C(c1ccco1)N1CCN(CCOCCOc2cccc3ccccc23)CC1 | 1.1 | 0.5 | 16 | 8% | 1.3% | i | i | 29 | 6% | . | . | -0.71 | -0.28 | -0.29 | 0.93 | -1.4 | 972
COc1ccccc1NC(=O)Cn1nnc2sc3c(c2c1=O)CC(C)(C)OC3 | . | . | . | -1% | . | i | . | . | 8% | 16 | 700 | 0.16 | 0.067 | 0.03 | -0.46 | 0.14 | 1036
